# C diff growth: C. difficile growth inhibition; growth activity, negative = inhibition, % at 16 µg/mL (by protocol); Clostridium difficile clinical isolate growth, OD600, 24 h; active compounds read low; 86,000 compounds, 0.25% hits;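 active = mean growth activity at or below -80% and every replicate also at or below -80%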;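 also: 0% = DMSO wells and -100% = levofloxacin 16 µg/mL wells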
# T cruzi growth: T. cruzi proliferation inhibition | AID 624255 | inhibition, % at 8.34 µM | 77,000 compounds, 5.9% hits | T. cruzi beta-gal in NIH3T3, GalScreen luminescence, 90 h;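 active = mean inhibition above about 93%, with at least 55% of replicates each passing it, limit read from the data, passing the limit was not always enough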
# GASC1 inh: blocks human GASC-1 (KDM4C) demethylase activity | 96,000 compounds, 0.15% hits | inhibition, % at 12.5 µM | GST-KDM4C 2-372, H3K9me3 peptide, LANCE TR-FRET | Q9H3R0;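 active = mean replicate inhibition above about 25%, with at least 55% of replicates also reaching it, limit read from the data, passing the limit was not always enough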
# Target sequence (Q9H3R0 2-372 limits assumed): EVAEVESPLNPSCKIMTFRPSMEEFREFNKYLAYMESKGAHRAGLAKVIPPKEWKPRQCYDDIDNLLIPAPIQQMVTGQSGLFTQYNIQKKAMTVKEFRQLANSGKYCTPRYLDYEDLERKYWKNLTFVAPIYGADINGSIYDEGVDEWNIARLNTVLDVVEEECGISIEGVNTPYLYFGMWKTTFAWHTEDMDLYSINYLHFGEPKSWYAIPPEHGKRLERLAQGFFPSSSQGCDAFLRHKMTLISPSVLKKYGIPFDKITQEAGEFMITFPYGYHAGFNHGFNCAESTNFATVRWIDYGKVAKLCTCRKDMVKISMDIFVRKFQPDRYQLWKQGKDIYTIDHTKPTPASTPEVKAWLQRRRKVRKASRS
#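 Material: GST-tagged GASC-1 (JMJD2C) catalytic fragment, aa 2-372. Input: enzyme final amount 10 nM. Medium: HEPES buffer, pH 7.5, plus ascorbate. Reagent: H3K9me3 peptide substrate, Fe(II), 2-oxoglutarate. Doses: single dose. Times: reaction 30 min RT, detection step 1 h RT. Measured by: LANCE TR-FRET. Evaluation: Fall in 671/618 emission ratio as inhibition.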
# Pf Dd2 growth: P. falciparum Dd2 growth inhibition. AID 1159554. SYBR Green, 72 h; active compounds read low. activity change, % at 10 µM. 94,000 compounds, 2.3% hits; in the data active = activity change below about -80%
# Numbers without * were called inactive; . = no result given; & = joins results of further samples. Compounds as they come (roughly 7.3% active in at least one column).
SMILES,C diff growth,T cruzi growth,GASC1 inh,Pf Dd2 growth
C/C=C/c1ccccc1[C@H]1[C@@H](CO)N(C(=O)CN2CCOCC2)[C@H]1C#N,-5,.,0.0,28
C[C@H](CO)N1C[C@H](C)[C@H](CN(C)C(=O)Nc2ccccc2)Oc2ccc(NC(=O)c3ccncc3)cc2C1=O,-2,.,-0.4,9
CC(C)c1cn(CC[C@@H]2CC[C@@H](NC(=O)C3CC3)[C@@H](CO)O2)nn1,.,-17,0.4,-3
Cc1cc(C(=O)Nc2cccc3c2O[C@@H](CN(C)S(=O)(=O)c2ccc(Cl)cc2)[C@H](C)CN([C@@H](C)CO)C3=O)n(C)n1,-6,-2,-0.9,-1
COc1ccc(S(=O)(=O)Nc2ccc3c(c2)C(=O)N([C@H](C)CO)C[C@H](C)[C@@H](CN(C)C(=O)CCCN(C)C)OCCCC[C@H](C)O3)cc1,3,7,-1.5,9
C[C@@H]1CCCCO[C@H](CN(C)Cc2ccncc2)[C@H](C)CN([C@H](C)CO)C(=O)c2cc(NS(=O)(=O)c3ccc(Cl)cc3)ccc2O1,-14,84,2.0,-68
CN(C)CC#Cc1ccc([C@@H]2[C@@H](CO)N3C(=O)CN(C(=O)c4ccccc4)C[C@@H]23)cc1,1,.,4.9,1
COc1cccc(-c2ccc3n(c2=O)C[C@H]2[C@H](CO)[C@@H](C(=O)NCC4CC4)N(C)[C@@H]32)c1,3,44,2.9,10
Cc1ccccc1S(=O)(=O)N1CC[C@H]2[C@H](CO)Nc3ccc(-c4ccc(C#N)cc4)cc3[C@H]21,4,115*,2.3,7
O=C(C[C@H]1CC[C@@H]2[C@H](COC[C@@H](O)CN2S(=O)(=O)c2cccc(Cl)c2)O1)N1CCOCC1,.,-23,1.5,8
COc1ccc2c3c([nH]c2c1)[C@H](CO)N(Cc1cccc(Cl)c1)CC31CCN(C(C)=O)CC1,-1,.,-0.8,-89*
CC(C)NC(=O)N(C)C[C@@H]1OCCCC[C@@H](C)Oc2ccc(NS(=O)(=O)c3ccc(F)cc3)cc2C(=O)N([C@@H](C)CO)C[C@H]1C,-3,30,6.0,.
C[C@H](CO)N1C[C@H](C)[C@@H](CN(C)CC2CCCCC2)Oc2ccc(NC(=O)Nc3ccc4c(c3)OCO4)cc2C1=O,9,-22,0.0,-2
C/C=C/c1ccc([C@@H]2[C@@H](CN(C)C(=O)CC)N(S(C)(=O)=O)[C@H]2CO)cc1,-6,31,0.0,8
Cc1noc(C)c1NC(=O)Nc1cccc2c1O[C@H](CN(C)CC1CCCCC1)[C@H](C)CN([C@H](C)CO)C2=O,6,-17,0.5,-34
CC(C)C#Cc1ccc2c(c1)O[C@@H](CN(C)Cc1ccccn1)[C@H](C)CN([C@H](C)CO)S2(=O)=O,14,76,.,-44
Cc1noc(C)c1NC(=O)Nc1ccc2c(c1)CC(=O)N([C@@H](C)CO)C[C@@H](C)[C@@H](CN(C)Cc1ccc(C(F)(F)F)cc1)O2,-14,8,-3.0,3
N#C[C@@H]1[C@@H](c2ccc(C#CC3CC3)cc2)[C@H](CO)N1S(=O)(=O)c1ccccc1,0,96*,0.2,-64
C[C@H](CO)N1C[C@H](C)[C@H](CN(C)C(=O)CCCN(C)C)OCCCC[C@H](C)Oc2ccc(NS(=O)(=O)c3cccs3)cc2C1=O,16,-30,14,50
C[C@@H]1CN([C@@H](C)CO)C(=O)c2cc(NC(=O)Cn3cnnn3)ccc2O[C@H]1CN(C)S(=O)(=O)c1ccc(F)cc1,-5,-8,0.7,3
C[C@@H]1CCCCO[C@H](CN(C)Cc2ccc(C(F)(F)F)cc2)[C@H](C)CN([C@H](C)CO)C(=O)c2cc(NS(=O)(=O)c3ccccc3)ccc2O1,.,72,0.9,-54
O=C(NC1CCCC1)N[C@@H]1C=C[C@H](CC(=O)N2CCOCC2)O[C@@H]1CO,-2,.,0.5,23
O=C(C[C@@H]1CC[C@@H]2[C@H](COC[C@H](O)CN2S(=O)(=O)c2ccccc2)O1)NCc1ccc(-c2ccccc2)cc1,45&-6,52,-1.2,-41
C[C@H](CO)N1C[C@H](C)[C@H](CN(C)CC2CCCCC2)Oc2ccc(NC(=O)CCCN(C)C)cc2C1=O,7,-48,0.1,7
COc1cccc(-c2ccc3c(c2)[C@H]2[C@H](CCN2S(=O)(=O)C2=NC(C)C=N2)[C@@H](CO)N3C)c1 (some centres not stated),5,24,0.1,6
# More structures follow.
SMILES,C diff growth,T cruzi growth,GASC1 inh,Pf Dd2 growth
O=C(C[C@H]1CC[C@H](NC(=O)c2cnccn2)[C@H](CO)O1)NCc1ccccc1F,.,-2,-2.7,16
CN(C)c1ccc2c(c1)[C@H]1C[C@H](CC(=O)N3CCCCC3)O[C@@H](CO)[C@H]1O2,1,.,30*,7
CC(C)CC#Cc1ccc2c(c1)O[C@@H](CN(C)Cc1ccc(F)cc1)[C@H](C)CN([C@H](C)CO)S2(=O)=O,16,49,-0.4,-46
COc1ccc(S(=O)(=O)N(C)C[C@H]2Oc3c(NC(=O)c4nc5ccccc5s4)cccc3C(=O)N([C@H](C)CO)C[C@@H]2C)cc1,1,44,-4.3,-57
CNC(=O)C[C@H]1CC[C@@H]2[C@H](COc3ccc(NC(=O)c4ccc(F)cc4)cc3C(=O)N2C)O1,-4,-7,-1.5,9
COc1ccc(NC(=O)Nc2cccc3c2O[C@@H](CN(C)Cc2ccccc2)[C@H](C)CN([C@H](C)CO)C3=O)cc1,-6,62,0.3,-40
C[C@@H]1CN([C@H](C)CO)S(=O)(=O)c2ccc(-c3cccnc3)cc2O[C@@H]1CN(C)Cc1cccnc1,6,42,-1.0,9
O=C(C[C@H]1CC[C@H]2[C@@H](COC[C@H](O)CN2CCc2ccccc2)O1)NCc1ccccc1,0&-3,23,0.1,-21
C[C@@H]1CN([C@H](C)CO)C(=O)c2cc(C#CC3CC3)cnc2O[C@@H]1CN(C)C(=O)Cc1ccccn1,.,92,-2.0,38
CCNC(=O)[C@@H]1[C@@H](CO)[C@@H]2Cn3c(ccc(-c4cccnc4)c3=O)[C@@H]2N1Cc1ccccc1,-5,-1,5.0,10
COc1ccc2c3c(n(C)c2c1)[C@@H](CO)N(C(=O)Cc1ccccn1)CC31CCN(Cc2ccccn2)CC1,6,.,0.9,-41
CS(=O)(=O)N1[C@H](C#N)[C@H](c2ccccc2)[C@@H]1CO,-15,4,0.8,33
COc1ccc(CN(C)C[C@H]2Oc3ccc(NC(=O)NC(C)C)cc3CC(=O)N([C@@H](C)CO)C[C@H]2C)cc1,16&-4,.,-0.2,5
C[C@H]1CN([C@@H](C)CO)C(=O)c2cc(-c3ccc(C#N)cc3)cnc2O[C@@H]1CN(C)Cc1cncnc1,0,.,5.9,44
CC(C)CC#Cc1cnc2c(c1)C(=O)N([C@@H](C)CO)C[C@@H](C)[C@H](CN(C)Cc1ccccn1)O2,-14,13,4.8,-4
O=C(C1CCOCC1)N1C[C@@H]2N[C@H](C1)C2c1ccc(/C=C/c2ccccc2)cc1 (some centres not stated),-11&-1,.,-2.6&-1.4,-39&-23
COCC#Cc1ccc([C@H]2[C@H](CO)N3C(=O)CN(C(=O)C4CC4)C[C@@H]23)cc1,11,.,0.2,14
COC(=O)C[C@@H]1C[C@H]2c3cc(NS(=O)(=O)c4ccc(F)cc4)ccc3O[C@H]2[C@H](CO)O1,1,-16,2.2,3
C[C@@H]1CN([C@H](C)CO)C(=O)c2ccccc2-c2ccccc2CO[C@@H]1CN(C)Cc1cccc(C(=O)O)c1,0,54,0.8,13
CN(C)C(=O)C[C@H]1C[C@@H]2c3cc(NC(=O)C4CCOCC4)ccc3O[C@@H]2[C@H](CO)O1,3,-24,-2.1,14
CCCN1[C@@H]2Cn3c(ccc(-c4ccccc4F)c3=O)[C@H]1[C@@H](C(=O)NCCOC)[C@@H]2CO,0,38,-0.1,4
COc1ccccc1-c1ccc2c(c1)O[C@@H](CN(C)C)[C@H](C)CN([C@@H](C)CO)S2(=O)=O,-5,5,0.7,-46
COc1ccc(S(=O)(=O)Nc2ccc3c(c2)C(=O)N([C@@H](C)CO)C[C@@H](C)[C@@H](CN(C)S(=O)(=O)c2c(C)noc2C)O3)cc1,-7,-56,1.0,4
O=C(C[C@H]1C[C@@H]2c3cc(NC(=O)C4CCC4)ccc3O[C@@H]2[C@H](CO)O1)NCc1cc(F)ccc1F,3,37,0.2,-16
CC(C)NC(=O)Nc1ccc2c(c1)CC(=O)N([C@@H](C)CO)C[C@@H](C)[C@@H](CN(C)C(=O)Nc1ccc(F)cc1)O2,5,69,-0.7,-2
# Remaining list, next part.
SMILES,C diff growth,T cruzi growth,GASC1 inh,Pf Dd2 growth
COCCNC(=O)C[C@H]1C[C@H]2c3cc(NC(=O)C4CCOCC4)ccc3O[C@H]2[C@H](CO)O1,.,41,2.0,22
CN(C)C(=O)c1cccc(-c2ccc([C@H]3[C@H]4CN(Cc5cccnc5)CCCCN4[C@H]3CO)cc2)c1,-7,53,1.2,8
COc1ccc(-c2cn(CC[C@H]3CC[C@@H](N)[C@H](CO)O3)nn2)cc1,.,45,-0.1,-31
C[C@H](CO)N1C[C@H](C)[C@@H](CN(C)Cc2ccccc2)Oc2ccc(NS(=O)(=O)c3ccccc3)cc2C1=O,0,12,-2.2,-1
C[C@@H]1CN([C@H](C)CO)C(=O)c2c(c3ccccc3n2C)-c2ccccc2CO[C@H]1CN(C)C(=O)[C@H](Cc1ccccc1)N(C)C,6,50,.,-38
C[C@H]1CN([C@@H](C)CO)C(=O)c2cccc(NS(C)(=O)=O)c2O[C@@H]1CN(C)S(=O)(=O)c1ccccc1,-2,3,-1.9,11
C[C@@H]1CN([C@@H](C)CO)C(=O)Cc2cc(NS(=O)(=O)c3ccc(Cl)cc3)ccc2O[C@@H]1CN(C)S(=O)(=O)c1cn(C)cn1,4,-8,-1.7,19
C[C@@H]1CN([C@H](C)CO)C(=O)c2cc(NC(=O)C3CCCCC3)ccc2O[C@@H](C)CCCCO[C@@H]1CN(C)C(=O)c1ccccc1,-4,7,-1.2,-42
C[C@@H]1CN([C@H](C)CO)C(=O)Cc2cc(NS(C)(=O)=O)ccc2O[C@@H]1CN(C)S(C)(=O)=O,-1,-2,1.3,26
O=C([C@@H]1[C@@H](CO)[C@@H]2Cn3c(cccc3=O)[C@H]1N2)N1CCc2ccccc2C1,-3,10,-1.1,.
CO[C@@H]1CN(C)C(=O)c2ccc(NC(=O)c3ccc(F)cc3)cc2OC[C@H](C)N(C(C)=O)C[C@H]1C,.,-9,2.1,5
COc1ccc2c3c(n(C)c2c1)[C@H](CO)N(C)CC31CCN(S(=O)(=O)c2cccc(F)c2)CC1,1,.,-0.7,-59
C[C@@H]1CN([C@H](C)CO)C(=O)c2cc(NC(=O)Nc3ccc(C(F)(F)F)cc3)ccc2O[C@@H](C)CCCCO[C@H]1CN(C)C(=O)NC1CCCCC1,13,79,-0.5,-42
CN(C)C(=O)c1cccc(-c2ccc([C@@H]3[C@@H](CO)N4CCCCN(CCC(F)(F)F)C[C@@H]34)cc2)c1,-6,58,1.9,-7
C[C@@H]1CN([C@@H](C)CO)C(=O)c2cc(Br)cnc2O[C@H]1CN(C)C(=O)c1cccc(F)c1,5,-16,-0.7,-1
COCC#Cc1cnc2c(c1)C(=O)N([C@H](C)CO)C[C@H](C)[C@H](CN(C)Cc1ccccc1)O2,0,19,.,-21
O=C(NCC[C@@H]1CC[C@@H](NC(=O)c2cccnc2)[C@H](CO)O1)Nc1ccc(C(F)(F)F)cc1,.,-24,-1.2,-5
COc1ccc2c3c([nH]c2c1)[C@H](CO)N(Cc1cc(F)ccc1F)CC31CN(C(=O)C2CCC2)C1,-7,.,0.1,-88*

# Sorted by count of non-hydrogen atoms (ascending): 7 of the compounds above.
SMILES,C diff growth,T cruzi growth,GASC1 inh,Pf Dd2 growth
COc1ccc(-c2cn(CC[C@H]3CC[C@@H](N)[C@H](CO)O3)nn2)cc1,.,45,-0.1,-31
COc1ccc2c3c([nH]c2c1)[C@H](CO)N(Cc1cccc(Cl)c1)CC31CCN(C(C)=O)CC1,-1,.,-0.8,-89*
CC(C)CC#Cc1cnc2c(c1)C(=O)N([C@@H](C)CO)C[C@@H](C)[C@H](CN(C)Cc1ccccn1)O2,-14,13,4.8,-4
COc1ccc2c3c(n(C)c2c1)[C@@H](CO)N(C(=O)Cc1ccccn1)CC31CCN(Cc2ccccn2)CC1,6,.,0.9,-41
C[C@@H]1CN([C@@H](C)CO)C(=O)c2cc(NC(=O)Cn3cnnn3)ccc2O[C@H]1CN(C)S(=O)(=O)c1ccc(F)cc1,-5,-8,0.7,3
COc1ccc(S(=O)(=O)Nc2ccc3c(c2)C(=O)N([C@H](C)CO)C[C@H](C)[C@@H](CN(C)C(=O)CCCN(C)C)OCCCC[C@H](C)O3)cc1,3,7,-1.5,9
C[C@@H]1CN([C@H](C)CO)C(=O)c2cc(NC(=O)Nc3ccc(C(F)(F)F)cc3)ccc2O[C@@H](C)CCCCO[C@H]1CN(C)C(=O)NC1CCCCC1,13,79,-0.5,-42
